# SKN-1 inh = inhibitors of C. elegans SKN-1 | inhibition, % at 21.8 µM | C. elegans VP596 Pgst-4::GFP/RFP ratio, acrylamide-induced, 24 h | 360,000 tested, 0.49% active | AID 624304;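 active = interference check ratio from 0.5 to 1.5 plus GFP to RFP signal ratio inhibition reaching or exceeding a fixed threshold, cut at about 30% in these data, passing the limit was not always enough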; also: some compounds called inactive have numbers as strong as hits
# NRP1-CendR mod = NRP-1/CendR interaction modulation; O14786; FAM-RPARPAR peptide binding to NRP-1, fluorescence polarization; 360,000 tested, 0.85% active; inhibition, % at 25 µM;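 active = inhibition or corrected inhibition above about 18%, plus a signal ratio from 0.5 to 1.5, limit read from the data, passing the limit was not always enough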; also: strong numbers were not always called active
# STEP inh = inhibitors of human striatal-enriched phosphatase STEP; P54829; recombinant STEP, OMFP fluorogenic substrate, fluorescence; inhibition, % at 20 µM; 360,000 tested, 0.25% active; AID 588621;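 active = inhibition at 20 µM, scaled per plate between control wells, above about 37%, limit read from the data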;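 also: 0% = DMSO with enzyme and substrate and 100% = substrate only without enzyme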
# Target sequence (P54829 whole entry, looked up): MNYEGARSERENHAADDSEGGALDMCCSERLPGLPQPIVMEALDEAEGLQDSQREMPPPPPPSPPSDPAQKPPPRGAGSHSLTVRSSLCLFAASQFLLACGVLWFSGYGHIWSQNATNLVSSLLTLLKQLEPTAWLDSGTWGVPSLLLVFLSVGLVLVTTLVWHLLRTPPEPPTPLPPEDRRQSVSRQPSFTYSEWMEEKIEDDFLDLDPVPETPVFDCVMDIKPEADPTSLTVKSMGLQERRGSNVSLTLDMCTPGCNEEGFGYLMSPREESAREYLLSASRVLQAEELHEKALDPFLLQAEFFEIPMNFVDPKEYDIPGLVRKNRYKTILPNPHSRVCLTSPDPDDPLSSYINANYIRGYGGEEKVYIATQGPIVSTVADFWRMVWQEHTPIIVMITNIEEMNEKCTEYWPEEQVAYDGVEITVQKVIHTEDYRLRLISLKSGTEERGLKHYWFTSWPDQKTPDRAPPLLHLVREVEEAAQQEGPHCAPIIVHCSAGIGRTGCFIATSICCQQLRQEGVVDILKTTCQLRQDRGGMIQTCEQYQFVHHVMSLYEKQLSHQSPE
#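 Assay system: isolated STEP enzyme / Timing: 20 min at room temperature, dark / Doses: 20 µM, 1% DMSO / Technique: fluorescence intensity, excitation 480 nm, emission 540 nm / Reagent: fluorogenic phosphatase substrate OMFP at 25 µM final / Measure: percent inhibition scaled to no-enzyme and uninhibited-enzyme controls, plate-pattern corrected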
# Scp1 inh = inhibitors of human Scp-1 phosphatase; Recombinant Scp1, phosphopeptide, malachite green phosphate absorbance; inhibition, % at 20 µM; 340,000 tested, 0.88% active;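 active = inhibition above about 50% at 20 µM, limit read from the data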;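 also: plate controls were DMSO wells with enzyme for no effect and wells lacking enzyme for full effect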
# Target sequence (Q9GZU7 76-261 limits assumed): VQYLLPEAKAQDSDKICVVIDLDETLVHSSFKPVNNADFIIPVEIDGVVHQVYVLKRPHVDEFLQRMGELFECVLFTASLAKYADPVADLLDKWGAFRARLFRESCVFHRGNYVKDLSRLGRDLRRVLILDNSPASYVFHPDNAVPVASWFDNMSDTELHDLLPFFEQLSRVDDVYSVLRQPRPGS
#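 Material – SCP-1 phosphatase catalytic domain, residues 76-261 · Buffer or medium – Acidic Tris acetate buffer with magnesium and detergent · Also added – Phospho 17-mer peptide substrate · Compound – single 20 µM dose, 1% DMSO · Times – 45 min room-temperature reaction, 5 min colour, 30 min stabiliser · Technique – Phosphate-binding colour reagent, absorbance read at 630 nm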
# MT1-MMP act inh = blocks activation of human MT1-MMP; P50281; HT1080 RFP-PRO-GFP cells, GFP/RFP ratio fluorescence, overnight; percent of plate control window, DMSO zero; GFP/RFP ratio change, % at 20 µM; 360,000 tested, 0.061% active; AID 651647;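 active = GFP/RFP ratio change of at least 30% with cell ATP level not reduced by more than half and red fluorescence within 50% of control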; also: strong numbers were not always called active
#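 Material: RFP-PRO-GFP reporter HT1080 cells. Dosing: single-point 20 µM compound, 1% DMSO. Controls: DMSO and RFP-L50D-GFP cell wells. Timing: cells overnight before dosing, compound overnight, 37 °C, 5% CO2. Measure: GFP/RFP fluorescence ratio.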
# LMPTP inh = blocks human LMPTP phosphatase. P24666. recombinant LMPTP-A, OMFP fluorogenic substrate, fluorescence intensity. inhibition, % at 20 µM. 360,000 tested, 0.22% active;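 active = compounds that cut the enzyme signal by at least half of the control window in the single-dose screen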;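 also: plate controls were DMSO wells with enzyme plus substrate for no effect and substrate without enzyme for full effect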
#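 test system = LMPTP-A | amount = 0.625 nM LMPTP-A final | reagent = fluorogenic phosphatase substrate OMFP at 400 µM final | incubation = 50 min at room temperature | benchmarks = no-enzyme low control, uninhibited high control | medium = Bis-Tris pH 6.0, DTT, detergent | signal = fluorescence intensity of OMFP turnover product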
# Rpn11 block = Rpn11 (human) deubiquitinase inhibition; O00487; human 26S proteasome, Ub4-pepOG fluorescence polarization; 20S core pre-blocked with epoxomicin; calls only at 20 µM; 360,000 tested, 0.59% active; AID 588493;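 active = inhibition at 20 µM, scaled to each plate's controls, above about 33%, limit read from the data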
# Target sequence (O00487 whole entry, looked up): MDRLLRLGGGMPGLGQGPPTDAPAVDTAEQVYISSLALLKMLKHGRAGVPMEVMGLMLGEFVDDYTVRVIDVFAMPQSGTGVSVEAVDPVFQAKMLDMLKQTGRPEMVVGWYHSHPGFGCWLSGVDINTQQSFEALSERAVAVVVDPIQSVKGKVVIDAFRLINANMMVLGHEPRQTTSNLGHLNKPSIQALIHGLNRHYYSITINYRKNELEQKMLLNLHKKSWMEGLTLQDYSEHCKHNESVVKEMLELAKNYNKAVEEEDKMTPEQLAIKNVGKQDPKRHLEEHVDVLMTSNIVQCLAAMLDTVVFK
# NadD inh = inhibitors of Staphylococcus aureus NadD; 360,000 tested, 0.78% active; purified NadD enzyme, colorimetric absorbance read-out; inhibition, % at 20 µM; in the data active = inhibition above about 26%; also: some compounds past the cut are filed as inactive
# DNMT1 inh = blocks human DNA methyltransferase DNMT1; P26358; DNMT1 molecular beacon, Hinp1I cleavage, fluorescence; inhibition (reported as % activation of signal), % at 10 µM; 360,000 tested, 0.83% active; AID 588458; in the data active = inhibition above about 50%
# SUMO1-SIM PPI = modulators of human SUMO1-mediated protein-protein interactions; P63165; SUMO1 binding to a labelled peptide, TR-FRET, 1 h; inhibition, % at 20 µM; 360,000 tested, 0.33% active; in the data active = inhibition above about 37%
# Starred values were filed as active, the others as inactive; i = inactive; nt = no result given; & = joins results of further samples.
SMILES,SKN-1 inh,NRP1-CendR mod,STEP inh,Scp1 inh,MT1-MMP act inh,LMPTP inh,Rpn11 block,NadD inh,DNMT1 inh,SUMO1-SIM PPI
CN(C)c1ccc(/C=C(/NC(=O)c2ccccc2)C(=O)NCCN2CCOCC2)cc1,18,-17,-1,0,-3,0.6,i,-2,0,-9
Clc1c(CSc2nc3ccccc3o2)nc2sccn12,-5,2,2,-8,15,1.4,i,0,-6,2
Cc1ccc(OCCNC(=O)/C=C/c2ccc([N+](=O)[O-])cc2)cc1C,-5,4,0,-16,3,2.1,i,-8,-3,-26
COc1ccc(CNC(=O)CCCn2nc(C)n3c(cc4sccc43)c2=O)cc1,4,-4,0,-6,3,0.2,i,-6,0,-1
CSc1nc(Cc2ccc(Cl)cc2)nc2ccccc12,0,2,1,-2,-6,3.3,i,0,-2,4
Cc1cccc(CCNC(=O)CCc2nnc(CCc3ccccc3)o2)n1,13,-9,-1,8,-1,-0.9,i,-3,2,-1
CCCNC(=O)c1ccc(COc2ccc(Cl)cc2)o1,15,2,2,-8,1,0.9,i,-6,2,0
Cc1ccccc1OCC(=O)Nc1nnc(COc2ccccc2)s1,11,4,0,-7,0,-0.4,i,-1,1,5
COc1ccccc1Nc1nc(C)cs1,15&-25,-26&-10,-3&-1,-6&3,2&-1,-0.1&-0.2,i,-1&-2,-18&0,3&-1
Cc1ccc(/C=N/NC(=O)Cc2ccc(O)cc2)s1,-17,6,0,16,-3,0.8,i,-4,8,-23
COc1ccc(Cc2cnc(N)s2)cc1,5,7,-1,-2,2,0.8,i,-6,1,1
COc1cc(/C=N/NC(N)=O)cc(Br)c1OCc1ccc(C)cc1,-12,-5,-1,0,-4,0.4,i,-5,0,-4
COc1cccc(C(=O)NC(=S)Nc2nnn(C)n2)c1,12,10,-3,-2,-2,-0.4,i,23,10,1
O=C(CN1C(=O)NC(c2ccccc2)(c2ccccc2)C1=O)NCc1ccc(F)cc1,-32,1,-1,-3,2,-0.7,i,-3,-14,3
CC(C)(C)n1nnnc1C(c1ccccc1)N1CCN(C(=O)C2CCCO2)CC1 (stereo not drawn),-10,-1,nt,nt,3,0.1,nt,1,nt,4
Cc1ccc(/C=N/N=C2/NC(=O)C(CC(=O)N3CCOCC3)S2)cc1 (stereo not drawn),-10,-4,5,-3,-2,-1.1,i,-4,6,-6
CCCc1nnc(NC(=O)C2CCCO2)s1 (stereo not drawn),15,5,-3,2,-2,-0.6,i,1,5,-4
Cc1ccc(-c2csc3ncnc(Nc4ccc(N5CCOCC5)cc4)c23)cc1,-1,0,0,-5,-20,3.7,i,5,-12,-4
COc1cc(OC)c(OC)cc1/C=N/Nc1ccc(Cl)nn1,-1,-3,-2,-6,-5,0.0,i,-9,0,-6
COc1ccc(OCc2nnc(SC(C)C(=O)Nc3nccs3)n2-c2ccccc2)cc1 (stereo not drawn),7,4,-1,1,-3,1.6,i,-2,2,-5
Cn1c(CNC(=O)c2cccs2)nnc1SCC(=O)Nc1ccccc1,-7,-6,-4,-14,1,-1.3,i,-7,-2,0
CC(=O)Nc1ccc(C(=O)NNC(=O)c2ccccc2-n2cccc2)cc1,-2,-6,-2,-6,-2,-0.7,i,-2,3,-1
Cc1ccc(Cn2ccc(NC(=O)c3nn(C)cc3[N+](=O)[O-])n2)cc1,5,0,-2,-10,-9,-1.0,i,6,2,-20
Cc1oc(-c2ccc(Cl)cc2)nc1CN1CCCN(C(=O)c2ccco2)CC1,10,0,-2,-4,-1,-1.0,i,5,-2,-2
COc1ccc(/C=C/C(=O)C2CC2)cc1Cn1nc(C)c([N+](=O)[O-])c1C,5,9,3,-11,-8,1.3,i,-6,-3,-3

# Next results follow.
SMILES,SKN-1 inh,NRP1-CendR mod,STEP inh,Scp1 inh,MT1-MMP act inh,LMPTP inh,Rpn11 block,NadD inh,DNMT1 inh,SUMO1-SIM PPI
O=C(CCN1CCOCC1)N1CCc2c([nH]c3ccccc23)C1c1cccc(Cl)c1 (stereo not drawn),6,2,-1,-3,4,-0.2,i,3,-17,0
O=C(CSCc1cccc(Br)c1)N=Nc1c(O)[nH]c2ccccc12,15,6,-1,-8,4,2.4,i,-1,0,-21
N#CC1=C(N)N=C(SCc2cccc3ccccc23)C(C(N)=O)C12CCCCC2 (stereo not drawn),24,8,-3,-11,7,1.4,i,11,-5,-5
CC1CN(CCOc2ccccc2[N+](=O)[O-])CC(C)O1 (stereo not drawn),1,2,-4,-1,2,1.7,i,-8,3,1
CCc1nn(CC(=O)N2CCN(C)CC2)c(=O)c2cccn12,11,2,0,-1,1,-1.7,i,0,-1,2
O=C(/C=C/c1ccc(Cl)c([N+](=O)[O-])c1)Nc1cccnc1,-7,-2,-1,13,2,0.3,i,3,0,-17
Cc1ccc(Nc2nc(N)nc(CSc3nccn3C)n2)cc1,27,9,-4,-2,2,0.2,i,-2,-1,3
COc1cc(/C=N/NC(=O)C(N)=O)ccc1OCC(=O)N1C(C)CCCC1C (stereo not drawn),11,1,0,-4,2,0.7,i,3,0,-6
Cc1nn(CCc2n[nH]c(=S)n2C)c(C)c1Br,-14,0,-3,-6,-4,-1.2,i,-5,-3,-1
Cc1ccc(OCC(=O)Nc2ccc(S(=O)(=O)Nc3ccccn3)cc2)c(C)c1,-2,1,0,0,-6,1.0,i,5,-8,-4
N=c1c(C(=O)NC2CCCCC2)cc2c(=O)n3ccccc3nc2n1CC1CCCO1 (stereo not drawn),-5,-7,3,2,-3,1.6,i,-9,0,-33
O=C(Nc1nc2ccccc2[nH]1)c1cccc(Cl)c1,-4,7,-3,-2,7,-0.3,i,-3,2,1
CCN(CC)S(=O)(=O)c1cccc(-c2n[nH]c(=S)n2Cc2ccccc2)c1,-14,8,1,-1,4,-1.1,i,0,0,3
O=C(CN1CCCC1c1ccc2c(c1)OCCO2)NC(=O)Nc1ccccc1 (stereo not drawn),13,3,-1,-3,nt,-0.6,i,2,-1,-8
COc1ccc2cc(C(=O)NCc3ccccc3CN3CCCC3)ccc2c1,1,-9,-1,6,2,-1.8,i,3,1,-12
Cc1cc(NC(=O)CSCC(=O)Nc2ccccc2N2CCCCC2)no1,16,1,0,-3,-14,-2.0,i,-3,1,9
OCC[C@@H]1C[C@H](O)[C@@H](O)[C@]2(OCc3ccccc32)O1,9,16,4,-3,0,-1.6,i,3,7,1
COC(=O)c1ccc(N2CC3CNC(=O)C2(C(=O)OC)N3C)cc1 (stereo not drawn),2&-7,5&-4,-1&0,-3&8,6&11,-1.6&-2.2,i,-6&-8,4&9,-1&8
Cc1cccc2sc(NC(=O)c3ccc(Cl)s3)nc12,-5,-4,-1,-12,-19,-0.5,i,6,4,0
CCNC1(C#N)CCN(Cc2ccccc2)CC1,-1,-3,0,5,1,-0.8,i,0,-3,3
O=C(COC(=O)c1ccc(O)cc1)Nc1cccc(S(=O)(=O)NC2=NCCCCC2)c1,-3,5,0,-9,0,2.2,i,-3,1,9
O=C(CSc1ccc([N+](=O)[O-])cn1)Nc1ccc(N2CCOCC2)cc1,-6,-8,-4,-10,0,-0.2,i,-9,0,-25
CC1CN(c2nc3c(c(=O)n(C)c(=O)n3C)n2Cc2c(F)cccc2Cl)CC(C)O1 (stereo not drawn),6,2,1,-11,-1,-2.0,i,-4,1,6
O=C(COc1ccc(Cl)cc1)NCCN1CCCCC1,7,-20,-1,-3,3,-1.3,i,-4,-2,3
O=C(Cn1c(Cc2ccccc2)nc2ccccc21)NCc1ccc2c(c1)OCO2,5,-11,1,-3,0,0.9,i,2,-7,0

# Other entries:
SMILES,SKN-1 inh,NRP1-CendR mod,STEP inh,Scp1 inh,MT1-MMP act inh,LMPTP inh,Rpn11 block,NadD inh,DNMT1 inh,SUMO1-SIM PPI
COC(=O)[C@@H](NC(=O)N1CCC(C)CC1)C(C)C,7,3,-2,-17,-1,-1.5,i,-2,0,3
C=CC[C@@H](Cc1ccc(F)cc1)C(=O)OC[C@@H]1CCCN1C(=O)[C@@H](CC=C)CC(=O)N[C@H](CO)Cc1ccccc1,17,7,-2,-6,2,0.3,i,-4,-5,3
Cc1ccc(-c2cc(C(=O)Nc3nccs3)c3ccccc3n2)c(C)c1,2,-4,1,0,-5,1.4,i,7,-8,2
CCCN1C2CCCC1CC(NC(=O)c1ccc(C(C)(C)C)cc1)C2 (stereo not drawn),-5,3,-1,-4,3,-0.9,i,-10,0,2
COc1cc(OC)cc(C(=O)Nc2ccc([N+](=O)[O-])cn2)c1,0,6,0,-7,6,-0.4,i,1,0,-10
Cc1nc(NCC2CCCO2)nc2c1C(=O)CC(C)(C)C2 (stereo not drawn),-11,1,-3,4,-6,-1.4,i,1,3,2
CCC1=NN(C(=O)Cc2ccc(OC)cc2)C(O)(C(F)(F)F)C1 (stereo not drawn),6,-14,-1,-3,-2,-0.6,i,-1,0,0
COc1ccc(C)cc1S(=O)(=O)Nc1ccc2c(c1)OCCO2,2,-5,0,1,2,-0.9,i,1,1,3
O=C(c1ccccc1)c1cccc[n+]1[O-],-8,8,0,-2,2,-2.1,i,-7,2,4
Cc1ccc(SCC(=O)Nc2cccc(S(=O)(=O)N3CCOCC3)c2)cc1C,1,-6,-2,-10,0,0.5,i,-4,-3,6
CS(=O)(=O)N(CC(=O)O)c1ccc(Oc2ccccc2)cc1,11,-3,-3,-3,0,-1.0,i,-1,2,2
O=C(/C=C1\C(=O)Nc2ccccc21)/C=C1\C(=O)Nc2ccccc21,2,-3,0,11,-1,1.0,i,25,-17,7
Cc1ccc2[nH]c(=O)c(C3C(C#N)=C(N)Oc4c3ccc3cccnc43)cc2c1 (stereo not drawn),-9,-8,3,-18,-13,1.5,i,45*,3,-10
CC(=O)Nc1ccc(OCC(O)Cn2c(C)nc3ccccc32)cc1 (stereo not drawn),-7,11,2,3,3,0.4,i,0,3,-1

# 2 entries from above, as labelled records:
> CCC1=NN(C(=O)Cc2ccc(OC)cc2)C(O)(C(F)(F)F)C1 (stereo not drawn)
  SKN-1 inh: 6	NRP1-CendR mod: -14	STEP inh: -1	Scp1 inh: -3	MT1-MMP act inh: -2	LMPTP inh: -0.6	Rpn11 block: i	NadD inh: -1	DNMT1 inh: 0	SUMO1-SIM PPI: 0

> COc1ccc(C)cc1S(=O)(=O)Nc1ccc2c(c1)OCCO2
  SKN-1 inh: 2	NRP1-CendR mod: -5	STEP inh: 0	Scp1 inh: 1	MT1-MMP act inh: 2	LMPTP inh: -0.9	Rpn11 block: i	NadD inh: 1	DNMT1 inh: 1	SUMO1-SIM PPI: 3

# Some values from the entries so far:
# LMPTP inh with O=C(/C=C1\C(=O)Nc2ccccc21)/C=C1\C(=O)Nc2ccccc21 reads 1.0
# SKN-1 inh with O=C(c1ccccc1)c1cccc[n+]1[O-] reads -8
# SKN-1 inh with C=CC[C@@H](Cc1ccc(F)cc1)C(=O)OC[C@@H]1CCCN1C(=O)[C@@H](CC=C)CC(=O)N[C@H](CO)Cc1ccccc1 reads 17
